Source: PubChem (several laboratories)
HRas wt GTP bind = modulators of GTP binding to HRas wildtype, primary screen, biochemical, bead-based flow cytometry, multiplex; GST-Ras wt beads, Bodipy-FL-GTP binding; actives lie on both sides; GTP binding activity, % at 10 µM; actives 0.14% (n = 190,000);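 active means GTP binding activity at least 20% away from the 100% baseline, either lowered as inhibitor or raised as activator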;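 further: 0% = unlabeled GTP competition control and 100% = no-compound control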
Target sequence (P01112 whole entry, looked up): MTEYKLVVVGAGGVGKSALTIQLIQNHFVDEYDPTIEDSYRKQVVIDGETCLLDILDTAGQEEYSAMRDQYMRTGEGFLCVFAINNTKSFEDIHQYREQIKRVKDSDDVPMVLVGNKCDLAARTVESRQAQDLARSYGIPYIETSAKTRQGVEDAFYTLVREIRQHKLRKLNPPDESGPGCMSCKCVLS
Pf gametocyte = late stage P. falciparum gametocyte viability inhibitors, primary screen, ATP luminescence, HTS | inhibition, % at 10.9 µM | AID 743093, 2013 | P. falciparum stage V gametocytes, 24 h | actives 0.065% (n = 150,000);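 active means inhibition above the mean plus 3 SD of compounds within the control limits, set per campaign, cut at about 38% in these data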;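 further: 0% = DMSO wells and 100% = medium only without gametocytes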
Mcl-1 Bim block = inhibitors of Bim peptide binding to Mcl-1, primary screen, biochemical, bead-based flow cytometry, multiplex; Induced myeloid leukemia cell differentiation protein Mcl-1 (Homo sapiens), Q07820; Bim peptide-Mcl-1 binding; inhibition, % at 10 µM; actives 0.1% (n = 190,000); AID 1009, 2008; in the data active means inhibition above about 40%;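 further: 0% = no compound tracer wells and 100% = peptide blocker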
Target sequence (Q07820 whole entry, looked up): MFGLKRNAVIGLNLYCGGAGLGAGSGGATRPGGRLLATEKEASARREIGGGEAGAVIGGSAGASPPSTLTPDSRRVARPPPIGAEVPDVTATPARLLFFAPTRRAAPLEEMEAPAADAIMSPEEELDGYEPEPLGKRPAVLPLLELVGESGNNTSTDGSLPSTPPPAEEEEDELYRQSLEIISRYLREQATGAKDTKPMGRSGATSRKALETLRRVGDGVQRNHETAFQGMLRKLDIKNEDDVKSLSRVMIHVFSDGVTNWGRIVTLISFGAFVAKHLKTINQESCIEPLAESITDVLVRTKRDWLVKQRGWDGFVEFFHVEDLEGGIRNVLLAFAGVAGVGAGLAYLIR
Rac1 act GTP bind = GTP binding modulators of activated mutant Rac1, primary screen, biochemical, bead-based flow cytometry, multiplex, fluorescent GTP; Ras-related C3 botulinum toxin substrate 1 (Homo sapiens), P63000; GST-Rac1 activated beads; actives lie on both sides; 100% means binding = to untreated wells; percent activity (GTP binding), % at 10 µM; actives 0.11% (n = 190,000);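 active means GTP binding at least 20 percentage points away from the 100% baseline, in either direction, so actives lie on both sides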
Rac1 wt GTP bind = wildtype Rac1 GTP binding modulators, primary screen, biochemical, GST-Rac1 beads, flow cytometry, multiplex; GTP binding activity (% of control), % at 10 µM; fluorescent GTP binding; actives lie on both sides; 0 = cold GTP competed, 100 = untreated; Ras-related C3 botulinum toxin substrate 1 (Homo sapiens), P63000; actives 0.27% (n = 190,000); AID 757, 2007;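 active means GTP binding activity at least 20 points away from the 100% control level, either lower or higher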
Rab7 wt modul = modulators of GTP binding to Rab7, primary screen, biochemical, wildtype, multiplex bead flow cytometry; GTP binding activity (percent of control), % at 10 µM; actives 0.055% (n = 190,000); GST-Rab7 beads, fluorescent GTP binding; actives lie on both sides; untreated = 100%, excess cold GTP = 0%; Rab7 GTPase wild type (dog), Bodipy-FL-GTP binding; AID 758, 2007;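 active means fluorescent GTP binding to Rab7 beads changed by at least 20 points from the 100% baseline, either direction, mostly lower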;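 further: median green fluorescence of bound Bodipy-FL-GTP per Rab7 bead population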
Avidin fluor = green autofluorescence of compounds with avidin beads – biophysical, 488/530 nm, flow cytometry, artefact control, profiling panel | actives 0.38% (n = 220,000) | AID 1775, 2009 | fluorescence (KMESF) at 10 µM | compound fluorescence 488/530 nm; stronger effect = higher value; in the data active means fluorescence above about 47; further: inactives centre near 10
Rab2 wt GTP = modulators of GTP binding to Rab2A wildtype, primary screen, biochemical, dog, bead-based flow cytometry, multiplex; actives 0.19% (n = 190,000); AID 760, 2007; GTP binding activity, % at 10 µM; Ras-related protein Rab-2A (Canis lupus familiaris), P61105; GST-Rab2 wt beads, Bodipy-GTP binding;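 active means GTP binding activity at least 20 points away from 100%, either lowered or raised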;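 further: 0% = beads with excess unlabeled GTP and 100% = no-compound control corrected for plate trend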
Mcl1-Bid inh = Mcl-1/Bid binding inhibitors, primary screen, biochemical, TR-FRET, 1536-well. Induced myeloid leukemia cell differentiation protein Mcl-1 (Homo sapiens), Q07820. TR-FRET Mcl-1/Bid-Dy647 peptide binding. inhibition, % at 21.7 µM. actives 0.97% (n = 220,000). AID 1021, 2008;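 active means compounds that cut the binding signal by more than half at the single screening dose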;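 further: His-tagged Mcl-1 with europium anti-His antibody binding Bid BH3 peptide; 0% = Mcl-1 plus peptide wells and 100% = peptide-only wells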
Cdc42 wt GTP = modulators of GTP binding to wildtype Cdc42, primary screen, biochemical, multiplex bead flow cytometry, Bodipy-GTP | Cell division control protein 42 homolog (Homo sapiens), P60953 | GST-Cdc42 beads; actives lie on both sides | percent activity (GTP binding), % at 10 µM | actives 0.2% (n = 190,000);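 active means percent activity GTP binding at least 20 points away from the 100% baseline, either down as inhibitor or up as activator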;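 further: median bead fluorescence of bound Bodipy-FL-GTP at 100 nM; 0% = excess unlabeled GTP control and 100% = no compound control; below 100% means less GTP binding so inhibitor and above means activator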
Target sequence (P60953 whole entry, looked up): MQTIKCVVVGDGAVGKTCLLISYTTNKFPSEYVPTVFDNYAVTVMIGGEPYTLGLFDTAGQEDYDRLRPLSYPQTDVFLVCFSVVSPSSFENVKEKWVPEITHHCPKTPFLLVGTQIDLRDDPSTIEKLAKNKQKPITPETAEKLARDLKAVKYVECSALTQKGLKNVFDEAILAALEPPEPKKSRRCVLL
Mcl1 Noxa PPI = Mcl-1/Noxa binding inhibitors, primary screen, biochemical, TR-FRET, 1536-well | TR-FRET Mcl-1/Noxa peptide binding, 2 h | inhibition, % at 21.7 µM | actives 1.5% (n = 220,000) | AID 1022, 2008;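 active means compounds that cut the protein-peptide binding signal by more than 50% relative to plate controls in a single-dose test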;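 further: His-tagged Mcl-1 with rhodamine Noxa BH3 peptide and terbium anti-His antibody; 0% = Mcl-1 plus Noxa peptide wells and 100% = peptide-only wells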
* marks the source's active call; other numbers are inactive results; . = not tested or not shown.

Every second line gives: HRas wt GTP bind	Pf gametocyte	Mcl-1 Bim block	Rac1 act GTP bind	Rac1 wt GTP bind	Rab7 wt modul	Avidin fluor	Rab2 wt GTP	Mcl1-Bid inh	Cdc42 wt GTP	Mcl1 Noxa PPI
> O=C(Nc1cccs1)Nc1c(F)c(F)cc(F)c1F
    102	11	-2	104	107	101	2	101	-9	106	6
> COc1ccc(Cn2ccnc2CO)cc1[N+](=O)[O-]
    96	-3	1	97	101	95	10	94	-26	96	40
> CCS(=O)(=O)c1ccc2c(c1)N(S(=O)(=O)c1ccccc1)CC(C(=O)O)O2 (centres undefined)
    102	.	0	100	104	102	27	103	52*	103	42
> Cc1ccc(CC2S/C(=C(/C#N)C(=O)N3CCOCC3)N(c3ccccc3)C2=O)cc1 (centres undefined)
    100	-19	-1	98	106	98	6	99	0	102	2
> CCn1ncc(-c2cc(C(=O)O)no2)c1C
    100	17	0	98	104	106	25	101	-12	100	-5
> C/C(=N\NC(=O)c1ccccc1NC(=O)c1ccc(Cl)cc1)c1ccncc1
    97	-3	0	97	100	100	11	98	1	98	15
> O=C(NCc1ccco1)C1CC(c2c(Cl)cccc2Cl)=NO1 (centres undefined)
    104	.	1	103	105	102	14	107	-25	108	23
> CC(=O)c1cccc(NC(=O)N2CCCC(C(=O)c3cc(F)ccc3F)C2)c1 (centres undefined)
    99	14	0	95	101	101	11	99	-32	96	8
> Cc1ccc(C(=O)NC(=S)Nc2ccc(Oc3ccc(Cl)cc3)cc2)cc1
    100	.	-7	95	99	103	13	97	-12	96	9
> COc1cc(/C=C/C(=O)OCC(=O)NC(=O)NC23CC4CC(CC(C4)C2)C3)ccc1OCC#N
    98	.	-4	98	97	98	16	97	24	95	12
> CCSc1nnc(NC(=O)C2CCN(S(=O)(=O)c3ccccc3C(F)(F)F)CC2)s1
    100	-11	-3	97	99	104	15	99	-29	96	0
> Cc1ccc(NC(=O)N(Cc2cccs2)Cc2cc3cc4c(cc3[nH]c2=O)OCO4)cc1
    99	7	-12	98	100	97	7	99	-50	97	-14
> CCOc1cc(S(=O)(=O)NCC2OCCc3ccccc32)c(OCC)cc1-n1cnnn1 (centres undefined)
    101	.	-2	104	110	96	35	100	-13	104	-3
> O=C(Nc1ccc2nc(-c3cccs3)[nH]c2c1)c1ccco1
    95	2	0	97	93	97	32	94	-29	99	14
> CCOC(=O)c1nn(-c2cccc(OC)c2)c2nc(CC)c(C#N)c(=O)n12
    100	-4	1	99	98	98	1	97	-22	99	10
> COc1ccc2nc(C)cc(SCC(=O)NNC(=O)COc3cccc4ccccc34)c2c1
    98	4	-1	99	101	97	11	97	52*	101	1
> CCOCCn1c(CN2CCN(CC)CC2)nc2c1c(=O)n(C)c(=O)n2C
    102	.	-2	98	104	99	7	101	9	100	-2
> CC(Oc1ccc(-n2cnnn2)cc1)C(=O)O (centres undefined)
    101	-16	0	99	100	109	5	101	-21	100	11
> O=C(Nc1ccc2c(c1)CCC2)C1CCN(c2c3c(nc4ncnn24)CCC3)CC1
    96	.	-2	94	94	94	6	95	6	96	-4
> COc1cccc(-c2nc(CS(=O)(=O)CC(=O)N3CCN(C4CCCCC4)CC3)c(C)o2)c1
    99	.	-1	98	102	96	7	99	-10	102	10

Arranged by molecular weight (ascending): part of the list above
Every second line gives: HRas wt GTP bind	Pf gametocyte	Mcl-1 Bim block	Rac1 act GTP bind	Rac1 wt GTP bind	Rab7 wt modul	Avidin fluor	Rab2 wt GTP	Mcl1-Bid inh	Cdc42 wt GTP	Mcl1 Noxa PPI
> CCn1ncc(-c2cc(C(=O)O)no2)c1C
    100	17	0	98	104	106	25	101	-12	100	-5
> COc1ccc(Cn2ccnc2CO)cc1[N+](=O)[O-]
    96	-3	1	97	101	95	10	94	-26	96	40
> O=C(Nc1cccs1)Nc1c(F)c(F)cc(F)c1F
    102	11	-2	104	107	101	2	101	-9	106	6
> Cc1ccc(C(=O)NC(=S)Nc2ccc(Oc3ccc(Cl)cc3)cc2)cc1
    100	.	-7	95	99	103	13	97	-12	96	9
> O=C(Nc1ccc2c(c1)CCC2)C1CCN(c2c3c(nc4ncnn24)CCC3)CC1
    96	.	-2	94	94	94	6	95	6	96	-4
> Cc1ccc(CC2S/C(=C(/C#N)C(=O)N3CCOCC3)N(c3ccccc3)C2=O)cc1 (centres undefined)
    100	-19	-1	98	106	98	6	99	0	102	2
> CCOc1cc(S(=O)(=O)NCC2OCCc3ccccc32)c(OCC)cc1-n1cnnn1 (centres undefined)
    101	.	-2	104	110	96	35	100	-13	104	-3
> COc1ccc2nc(C)cc(SCC(=O)NNC(=O)COc3cccc4ccccc34)c2c1
    98	4	-1	99	101	97	11	97	52*	101	1
> CCSc1nnc(NC(=O)C2CCN(S(=O)(=O)c3ccccc3C(F)(F)F)CC2)s1
    100	-11	-3	97	99	104	15	99	-29	96	0

Remaining list, next part:
Every second line gives: HRas wt GTP bind	Pf gametocyte	Mcl-1 Bim block	Rac1 act GTP bind	Rac1 wt GTP bind	Rab7 wt modul	Avidin fluor	Rab2 wt GTP	Mcl1-Bid inh	Cdc42 wt GTP	Mcl1 Noxa PPI
> Cc1cccc(/C=N/NC(=O)c2cc3c(s2)-c2ccccc2CC3)c1
    101	12	0	98	103	97	6	99	-24	101	2
> CC(C)(C)c1cc(C(=O)O)c(CN2CCCCC2)o1
    95	.	-1	97	88	103	12	99	10	90	11
> Cc1cc(=O)n(C)c(=O)n1CCCCCCOc1cccc([N+](=O)[O-])c1
    97	11	-6	98	101	94	14	98	2	97	8
> O=C1CN(c2nc(-c3ccccc3)c3cc(Cl)ccc3n2)c2ccccc2N1
    100	12	-1	101	105	99	14	102	0	107	-21
> Cn1c(=O)oc2cc(S(=O)(=O)NCc3ccccc3)ccc21
    105	.	2	102	107	102	14	103	-48	107	-5
> O=C(O)CCCC(=O)Nc1nc(-c2ccc(F)cc2)cs1
    96	.	1	94	100	97	10	95	-27	97	-2
> CCc1nnc(NC(=O)C(C)Sc2ccccc2)s1 (centres undefined)
    99	.	-1	100	102	95	6	98	-8	101	12
> OCCC1CN(Cc2ccc(Oc3ncccn3)cc2)CCN1C1CCCC1 (centres undefined)
    101	-3	-5	95	100	103	2	99	-13	98	5
> Cc1ccc(NC(=O)n2ccc(-c3ccc(-n4ccnc4)cc3)n2)cc1
    99	-6	1	96	100	107	10	99	-36	99	-14
> COC(=O)c1cccc(NC(=O)Cn2nnc3ccccc32)c1
    100	.	-5	96	101	99	29	102	1	100	14
> CSc1ncc2c(n1)-c1cc(C)ccc1SC2
    102	-8	1	98	101	92	13	103	-12	103	-8
> Cc1ccc(S(=O)(=O)C(C#N)c2nc3ccccc3nc2N2CCC(C)CC2)cc1 (centres undefined)
    101	-12	0	100	99	98	17	99	-31	98	-3
> CC(=O)c1c(N2CCN(Cc3ccccc3)CC2)nc(=S)n(-c2ccccc2)c1C
    97	-9	-3	99	100	94	22	98	-28	100	16
> c1ccc(Cn2c(CN3CCCC3)nc3ccccc32)cc1
    106	.	0	102	104	98	8	106	-31	103	-2
> COc1ccc(/C=C(\C#N)C(=O)OCC(=O)NC2CC2)cc1
    97	11	-5	95	101	103	11	96	-20	95	8
> Cc1cc(-n2c(SCCC#N)nnc2-c2cccnc2)ccc1Cl
    100	-7	-10	98	106	96	27	101	2	103	12
> Cc1nn2c(C(F)(F)F)c3c(nc2c1-c1ccccc1)CCC3
    99	-2	-4	96	102	95	9	98	-15	99	12
> O=C(NNS(=O)(=O)c1ccccc1[N+](=O)[O-])c1cccc(Cl)c1
    96	.	0	97	101	96	5	93	-53	99	14
> C=CCn1c(SCc2cc(=O)n3ccsc3n2)nnc1C1CCCCC1
    103	.	25	99	102	102	4	100	-51	102	28
> CC1=C(C(=O)Nc2ccc(Cl)cc2)C2(CCCCC2)C(C(N)=O)C(=S)N1 (centres undefined)
    100	8	-2	98	102	98	2	101	1	97	16

Rows were taken by chance. About 2.7% of those tested had a hit in this group.
